CHO-K1 Ca ag = nonselective activator or artifact in parental CHO-K1 cells; Fluo-8 calcium fluorescence; scaled to maximal ATP response, vehicle zero; activation, % at 3 µM; 360,000 compounds, 0.48% hits; AID 602248; in the data active = activation above about 15%;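 note: untransfected CHO-K1 host cells lacking M1 receptor as counterscreen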
CHO parental Ca = signal in parental CHO cells, OX1R antagonist counter-screen. parental CHO-K1, ATP-induced calcium, Fluo-8 fluorescence. inhibition, % at 5.6 µM. 330,000 compounds, 0.63% hits. AID 463079;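 active = inhibition above that plate's mean sample inhibition plus 3 SD, cut at about 26% in these data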;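 note: 0% = ATP-challenged DMSO wells and 100% = DMSO wells without ATP; some compounds past the cut are filed as inactive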
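Material: Parental CHO cells | Reagent: ATP | Compound dosing: Single nominal dose of 5.6 µM per compound | Detection: Intracellular calcium via Fluo-8 no-wash fluorescent dye | Read-out: % inhibition of ATP-induced calcium mobilization | Benchmarks: Low control ATP plus DMSO, high control DMSO only | Replicates: Singlicate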
CHO-K1 Ca antag = counter-screen for M1 antagonists: effect in parental CHO-K1 cells; 360,000 compounds, 0.6% hits; ATP-induced calcium, Fluo-8 fluorescence; inhibition, % at 3 µM; AID 602250;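 active = inhibition above a per-plate cutoff, the plate's mean sample inhibition plus 3 SD, cut at about 24% in these data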;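 note: 0% = DMSO plus EC80 ATP and 100% = DMSO alone without ATP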
TAAR1 ag = human TAAR1 agonism; CHO RD-HGA16 TAAR1, Fluo-8 calcium fluorescence; vehicle wells 0%, saturating PEA agonist 100%; 360,000 compounds, 0.99% hits; activation, % at 3 µM;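 active = activation above the mean activation of all test compounds in the run plus 3 SD, cut at about 38% in these data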
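Test system: RD-HGA16 (CHO) cells co-expressing Gα16 and hTAAR1 | Doses: Single dose, 3 µM | Schedule: 17-24 h seeding, 75 min 37 °C dye, 30 min RT | Evaluation: % activation from peak over basal fluorescence ratio, DMSO-to-PEA scaled | Technique: Kinetic Fluo-8 calcium fluorescence | Benchmarks: Low control DMSO, high control PEA (EC100)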
CHRM1 agonist = human M1 muscarinic receptor agonism; P11229; CHO-K1 hM1, Fluo-8 calcium fluorescence, agonist mode; 0% DMSO, 100% acetylcholine EC100; activation, % at 3 µM; 360,000 compounds, 0.33% hits; AID 588814;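 active = activation above the run's mean compound activation plus 3 SD, cut at about 16% in these data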;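 note: peak over basal fluorescence ratio within a 140 s kinetic read after compound addition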
Target sequence (P11229 whole entry, looked up): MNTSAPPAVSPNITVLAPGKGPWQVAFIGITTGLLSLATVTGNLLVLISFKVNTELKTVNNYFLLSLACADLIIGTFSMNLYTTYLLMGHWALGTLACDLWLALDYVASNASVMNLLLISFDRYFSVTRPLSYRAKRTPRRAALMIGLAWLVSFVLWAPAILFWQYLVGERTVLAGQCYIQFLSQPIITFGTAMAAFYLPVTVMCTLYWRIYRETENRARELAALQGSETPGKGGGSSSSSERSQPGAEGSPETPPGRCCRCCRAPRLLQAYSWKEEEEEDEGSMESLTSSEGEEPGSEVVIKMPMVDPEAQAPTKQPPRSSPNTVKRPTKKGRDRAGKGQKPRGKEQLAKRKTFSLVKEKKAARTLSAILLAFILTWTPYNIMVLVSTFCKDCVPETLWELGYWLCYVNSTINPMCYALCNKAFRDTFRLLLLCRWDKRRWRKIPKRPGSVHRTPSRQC
M1 PAM parental = nonselective activator or artifact in parental CHO-K1 calcium assay; ATP EC20, Fluo-8 calcium fluorescence; 0% at ATP EC20, 100% at ATP max; activation, % at 3 µM; 360,000 compounds, 0.02% hits; AID 602247;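 active = activation above the run cutoff, the mean activation of all test compounds plus 3 SD, cut at about 40% in these data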;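 note: peak over basal fluorescence ratio in a 140 s read after ATP addition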
V1R ag counter = activates human V1a receptor in oxytocin agonist counter-screen; AID 2797; activation, % at 3 µM; P37288; CHO-V1R cells, Fluo-8 calcium fluorescence, agonist mode; 0% DMSO, 100% 3 nM vasopressin; 320,000 compounds, 0.25% hits;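 active = activation above the mean activation of all tested compounds plus 3 SD, per screening run, cut at about 20% in these data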;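 note: signal is peak over basal fluorescence ratio across a 100 second FLIPR read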
Target sequence (P37288 whole entry, looked up): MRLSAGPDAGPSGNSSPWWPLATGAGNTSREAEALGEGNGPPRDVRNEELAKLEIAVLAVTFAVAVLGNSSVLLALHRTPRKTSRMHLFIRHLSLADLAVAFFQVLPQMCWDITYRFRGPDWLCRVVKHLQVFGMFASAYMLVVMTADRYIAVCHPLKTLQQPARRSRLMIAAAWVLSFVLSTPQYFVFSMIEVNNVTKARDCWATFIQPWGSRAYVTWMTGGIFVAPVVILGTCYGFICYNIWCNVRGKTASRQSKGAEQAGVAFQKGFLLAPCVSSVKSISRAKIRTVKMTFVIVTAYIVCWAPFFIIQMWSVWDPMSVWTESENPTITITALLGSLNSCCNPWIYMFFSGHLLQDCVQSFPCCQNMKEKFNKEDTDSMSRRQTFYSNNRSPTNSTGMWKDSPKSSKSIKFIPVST
OXTR potentiate = potentiates the human oxytocin receptor response. 320,000 compounds, 0.061% hits. AID 2445. CHO-OTR cells, Fluo-8 calcium fluorescence, potentiator mode; 0% = oxytocin EC15, 100% = EC100. P30559. activation, % at 3 µM;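 active = activation above that plate's cutoff, the mean activation of tested compounds plus 3 SD, cut at about 6.6% in these data, passing the limit was not always enough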;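 note: 100% uses oxytocin at 75 nM as the full agonist control; some results filed as inactive read as strong as hits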
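Measured by – Fluo-8 calcium dye fluorescence · Test system – human OTR in CHO cells · Dosing – one concentration, 3.0 µM compound · Controls – EC15 oxytocin alone as 0%, 75 nM oxytocin as 100% · Evaluation – normalized max/min fluorescence ratio, % activation · Timing – 6 min pre-incubation, 100 s read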
TAAR1 antag = human TAAR1 antagonism | Q96RJ0 | CHO RD-HGA16 TAAR1, Fluo-8 calcium fluorescence, antagonist | inhibition, % at 3 µM | 360,000 compounds, 1.5% hits;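 active = inhibition above a per-plate cutoff, the mean inhibition of test compounds on that plate plus 3 SD, cut at about 49% in these data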;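 note: 0% = DMSO plus EC80 beta-PEA response and 100% = DMSO alone without agonist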
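Test system – hTAAR1-expressing CHO RD-HGA16 cells, Gα16-coupled · Reagent – β-PEA at EC80 concentration, post-compound challenge · Compound dosing – 3 µM, single point · Timing – 140 s kinetic read after compound, 140 s after agonist · Detection – Fluo-8 intracellular calcium dye fluorescence, real-time kinetic reads · Control set – DMSO and EC80 PEA controls · Repeats – n of 1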
Numbers without * were called inactive; nt = not tested or not shown.

item	Molecule	CHO-K1 Ca ag	CHO parental Ca	CHO-K1 Ca antag	TAAR1 ag	CHRM1 agonist
1	Cc1cc(C)n(C(N)=NC(=O)c2ccccc2)n1	-0.5	nt	1	2	-5
2	Cc1ccc(S(=O)(=O)N2CCOCC2)cc1C(=O)Nc1ccc(N2CCCCCC2)cc1	3.5	nt	13	3	-2
3	CC(C)(C)NC(=O)NC(=O)COC(=O)c1ccc2c(c1)S(=O)(=O)N=C1CCCCCN12	2.4	-17	-10	5	-6
4	Cc1ccc(C=O)c([B-](F)(F)F)c1	0.2	nt	-15	1	-1
5	Cc1ccc(N(CC(=O)NC(C)(C)C)C(=O)CNC(=O)c2cccs2)cc1C	3.0	-8	-6	14	-4
6	CCC(C)Nc1cc(C)nc2ncnn12 (configuration not stated)	0.3	12	-15	7	-2
7	COCCSc1ccccc1C(=O)Nc1ccc(Cl)cn1	0.7	-21	-9	7	-6
8	O=C(NCc1ccco1)c1cc(-c2ccc(F)cc2)on1	1.2	-9	-11	49*	-6
9	CN1C[C@@H]2[C@@H]3C(=O)N(C)C(=O)[C@@H]3[C@](C)(C1=O)N2C(=O)c1ccc(F)cc1	2.0	nt	-3	9	-3
10	O=C(CCc1nc2ccccc2c(=O)[nH]1)Nc1cc(C(F)(F)F)ccc1N1CCCC1	0.2	-21	-11	0	-5

item	M1 PAM parental	V1R ag counter	OXTR potentiate	TAAR1 antag
1	-1	nt	nt	-19
2	-25	nt	nt	11
3	21	0.4	-2	-11
4	19	nt	nt	-17
5	25	0.9	-7	-2
6	22	-0.7	-15	-1
7	21	-0.7	-4	1
8	-1	-0.1	2	34
9	17	nt	nt	11
10	-3	0.1	-8	-8

Following part
item	Molecule	CHO-K1 Ca ag	CHO parental Ca	CHO-K1 Ca antag	TAAR1 ag	CHRM1 agonist
11	Nc1nnc(SCCCC(=O)c2ccccc2)s1	0.2	-10	6	1	-1
12	C/C(=N\OC(=O)c1ccc(F)cc1)c1ccc(F)c(F)c1	0.7	12	-13	11	-4
13	Cc1c(NC(=S)NC(=O)c2sc3ccccc3c2Cl)cccc1C(=O)O	0.2	1	-13	2	-3
14	O=C(O)c1c(Cl)cccc1Cl	0.5	-11	-21	1	1
15	Cc1cc(NC(=O)CS(=O)(=O)c2cn(Cc3ccccc3Cl)c3ccccc23)no1	4.4	-13	-13	6	11
16	O=C(/C=C/c1ccco1)NCCCN1CCOCC1	1.7	-1	-7	12	-6
17	S=C(NCc1ccccc1)Nc1ccncc1	10.0	9	5	8	5
18	CCn1cc(CNC(=O)c2cc(COc3ccc(F)cc3F)on2)cn1	2.8	0	1	3	-2
19	CC(=C/c1ccccc1)/C=N/NC(=O)c1cccs1	0.3	-14	-7	-2	-1
20	CC(C)(C)C1=NN=C2c3ccccc3C(=O)C21 (configuration not stated)	1.4	-18	-9	6	-7

item	M1 PAM parental	V1R ag counter	OXTR potentiate	TAAR1 antag
11	-8	3.7	0	-4
12	12	-2.5	-1	-3
13	15	0.2	-12	6
14	11	0.6	-5	-21
15	-2	1.0	0	2
16	1	0.1	-1	9
17	10	8.7	-8	-8
18	9	6.2	-13	9
19	2	-1.5	-6	-23
20	9	-2.2	6	-11

Following part.
item	Molecule	CHO-K1 Ca ag	CHO parental Ca	CHO-K1 Ca antag	TAAR1 ag	CHRM1 agonist
21	CCOc1ccc(S(=O)(=O)NCc2cccs2)cc1C(C)C	-0.7	nt	-17	8	-6
22	COC(=O)c1cn(CC(=O)N2CCCCCC2)c2ccccc12	0.6	-24	-5	2	-6
23	Cc1ccc(S(=O)(=O)N(CC2CO2)c2cccc([N+](=O)[O-])c2)cc1 (configuration not stated)	2.1	-2	-15	-2	-4
24	Cc1ccc(S(=O)(=O)CCC(=O)NCc2ccccc2F)cc1	0.5	0	-3	-1	-5
25	COc1ccccc1-c1cn(-c2ccccc2)c(=S)[nH]1	-0.4	-8	8	-2	-1
26	CC1CN(C(=S)SCC(=O)c2ccc([N+](=O)[O-])cc2)CC(C)O1 (configuration not stated)	0.8	-1	8	6	-12
27	COC(=O)c1ccccc1NC(=O)Nc1cc(C)cc(C)n1	-0.2	-1	-8	14	-2
28	O=C(OCc1ccccc1)N1CCC2CC1c1cc(N3CCN(S(=O)(=O)c4cccc(C(F)(F)F)c4)CC3)ccc12 (configuration not stated)	0.1	nt	-5	0	10
29	COCc1ccc(-c2c(-c3cc(OC)cc(OC)c3)oc(=O)c3cc(OC)c(OC)cc23)cc1	-0.4	-18	-1	3	-2
30	COc1ccc(CNC(=O)C2CCN(S(=O)(=O)c3ccc(SC)cc3)CC2)cc1	4.0	-10	-10	5	-7

item	M1 PAM parental	V1R ag counter	OXTR potentiate	TAAR1 antag
21	12	nt	nt	28
22	20	0.7	-8	-15
23	13	1.2	-6	-7
24	4	-0.3	2	-13
25	4	1.2	-16	5
26	-7	3.6	-4	7
27	-4	0.0	-5	0
28	-6	nt	nt	-22
29	1	-0.1	-3	38
30	4	3.0	-16	-8

(further entries)
item	Molecule	CHO-K1 Ca ag	CHO parental Ca	CHO-K1 Ca antag	TAAR1 ag	CHRM1 agonist
31	O=C(O)c1cc([N+](=O)[O-])ccc1NCc1cccnc1	0.9	3	-4	1	0
32	Cc1cc(C(F)(F)F)n2nc(-c3cccs3)cc2n1	0.1	-2	-5	-2	-6
33	COCc1c(C(=O)N/N=C/c2cccc3ccccc23)nnn1-c1nonc1N	0.3	-1	-2	2	-3
34	NC(=S)Nc1cccc(-c2n[nH]c(=S)o2)c1	0.0	-18	-2	11	-2
35	CCCN(CC(=O)Nc1ccccc1C)C(=O)C1CCN(S(=O)(=O)c2cccc(C(F)(F)F)c2)CC1	0.2	-11	-11	1	-2
36	C=CCNc1nc(-c2ccc(Cl)cc2)cs1	-0.1	-30	-3	7	-5
37	O=C(COc1ccccc1)NCC(=O)N/N=C/c1ccc(Cl)cc1	1.2	-13	-3	18	-2
38	CCN1C(=O)N(C)[C@@H](c2ccccc2)C(C(C)=O)=C1C	0.2	-7	-2	1	-3
39	C=CCN(c1ccccc1C(=O)O)S(=O)(=O)c1ccc(NC(=O)OC)cc1	0.5	-4	-4	5	-1
40	COc1ccc(OC)c(/C=N/NC(=O)CNC(=O)c2ccc(S(=O)(=O)N3CCCC3)cc2)c1	-0.1	-11	16	0	-10

item	M1 PAM parental	V1R ag counter	OXTR potentiate	TAAR1 antag
31	20	0.9	-3	1
32	8	-0.4	3	-27
33	2	0.6	-19	-25
34	2	-2.1	-6	-22
35	-4	-0.5	-1	-6
36	-4	0.3	-10	13
37	-17	3.1	1	21
38	0	1.1	-14	3
39	14	0.6	-1	-5
40	-12	2.8	3	-4

6 entries from above in a different format.
no. | molecule | CHO-K1 Ca ag | CHO parental Ca | CHO-K1 Ca antag | TAAR1 ag | CHRM1 agonist | M1 PAM parental | V1R ag counter | OXTR potentiate | TAAR1 antag
34 | NC(=S)Nc1cccc(-c2n[nH]c(=S)o2)c1 | 0.0 | -18 | -2 | 11 | -2 | 2 | -2.1 | -6 | -22
35 | CCCN(CC(=O)Nc1ccccc1C)C(=O)C1CCN(S(=O)(=O)c2cccc(C(F)(F)F)c2)CC1 | 0.2 | -11 | -11 | 1 | -2 | -4 | -0.5 | -1 | -6
36 | C=CCNc1nc(-c2ccc(Cl)cc2)cs1 | -0.1 | -30 | -3 | 7 | -5 | -4 | 0.3 | -10 | 13
37 | O=C(COc1ccccc1)NCC(=O)N/N=C/c1ccc(Cl)cc1 | 1.2 | -13 | -3 | 18 | -2 | -17 | 3.1 | 1 | 21
38 | CCN1C(=O)N(C)[C@@H](c2ccccc2)C(C(C)=O)=C1C | 0.2 | -7 | -2 | 1 | -3 | 0 | 1.1 | -14 | 3
39 | C=CCN(c1ccccc1C(=O)O)S(=O)(=O)c1ccc(NC(=O)OC)cc1 | 0.5 | -4 | -4 | 5 | -1 | 14 | 0.6 | -1 | -5

Reformatted: 2 of the compounds above
# | canonical_smiles | CHO-K1 Ca ag | CHO parental Ca | CHO-K1 Ca antag | TAAR1 ag | CHRM1 agonist | M1 PAM parental | V1R ag counter | OXTR potentiate | TAAR1 antag
38 | CCN1C(=O)N(C)[C@@H](c2ccccc2)C(C(C)=O)=C1C | 0.2 | -7 | -2 | 1 | -3 | 0 | 1.1 | -14 | 3
39 | C=CCN(c1ccccc1C(=O)O)S(=O)(=O)c1ccc(NC(=O)OC)cc1 | 0.5 | -4 | -4 | 5 | -1 | 14 | 0.6 | -1 | -5

Additional compounds follow:
item	Molecule	CHO-K1 Ca ag	CHO parental Ca	CHO-K1 Ca antag	TAAR1 ag	CHRM1 agonist
41	Cn1cc(CNC(=O)c2ccc3nc(Cc4ccccc4F)oc3c2)cn1	2.6	-7	-1	5	0
42	Nc1ccc(-c2cnc3ccccc3n2)cc1	0.4	-11	-6	0	-5
43	O=S(=O)(NC1=NCCC1)c1cccs1	0.2	5	-26	10	-4
44	CCn1c(C)nc2cc(C(=O)N/N=C/c3cccc(O)c3O)ccc21	0.0	-20	2	6	-1
45	O=C(CSC(=S)N1CCCC1)N1CCN(S(=O)(=O)c2ccccc2F)CC1	1.1	1	-3	2	-2
46	O=C1N/C(=N\N=C\c2ccco2)SC1Cc1ccccc1[N+](=O)[O-] (configuration not stated)	-0.5	-23	0	1	0

item	M1 PAM parental	V1R ag counter	OXTR potentiate	TAAR1 antag
41	9	5.9	-6	-4
42	4	0.1	1	-13
43	27	1.2	3	-4
44	-3	1.4	-4	10
45	7	0.4	3	-11
46	3	0.2	2	-21

Source: PubChem (The Scripps Research Institute Molecular Screening Center)
